EP2 mod = EP2 receptor modulators, cAMP readout, primary screen, cell-based, HTRF cAMP, PGE2 stimulation; EP2-expressing cells, cAMP HTRF FRET, PGE2 co-stimulation; AID 940, 2007; induction, % at 25 µM; 260,000 compounds, 0.83% hits; Prostaglandin E2 receptor EP2 subtype (Homo sapiens), P43116;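 active = compounds whose cAMP rise, as percent of the full-agonist control response, exceeds 60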;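 also: rat C6 glioma line stably carrying human EP2 under a CMV promoter; the protocol text gives 20 µM as final concentration; 100% = response of wells given 1 µM PGE2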
14-3-3 Bad PPI = inhibitors of 14-3-3 zeta/Bad binding, primary screen, biochemical, TR-FRET, bovine 14-3-3 zeta | inhibition, % at 21.7 µM | 220,000 compounds, 0.71% hits | AID 781, 2007 | TR-FRET 14-3-3zeta/Dy647-pBad peptide displacement, 1 h;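 active = inhibition above about 70%, limit read from the data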;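 also: 0% = full 14-3-3 plus peptide FRET controls and 100% = background without 14-3-3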
Rad51 HR inh = human RAD51 strand exchange inhibitors, primary screen, biochemical, fluorescence; hRad51 DNA strand exchange, fluorescence dequenching; inhibition, % at 10 µM; 200,000 compounds, 0.085% hits; AID 1385, 2008;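 active = inhibition above 40% at the single screening dose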;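 also: 0% = DMSO control wells and 100% = blanks with heterologous ssDNA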
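Material: Human Rad51 nucleoprotein filaments preassembled on unlabelled ssDNA | Also added: Labelled 47-mer dsDNA for strand exchange | Dosing: Single dose, 10 µM final compound | Schedule: 30-min compound preincubation and 15-min exchange, both room temperature | Technique: Fluorescence dequenching at 485/520 nm | Measure: Percent inhibition relative to plate controls and blanks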
eIF4E 4G PPI = eIF4E–eIF4G protein interaction inhibitors, primary screen, biochemical, uHTS, TR-FRET, eIF4GI fragment; Eukaryotic translation initiation factor 4E (Mus musculus) + Eukaryotic translation …; TR-FRET eIF4E-eIF4GI(517-606) binding, 2 h; inhibition, % at 21.7 µM; 220,000 compounds, 0.37% hits; AID 782, 2007;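 active = inhibition above about 30%, limit read from the data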;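 also: 0% = full FRET control wells and 100% = background wells lacking eIF4GI fragment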
Target sequence (P63073 whole entry, looked up, the tested form may be a part): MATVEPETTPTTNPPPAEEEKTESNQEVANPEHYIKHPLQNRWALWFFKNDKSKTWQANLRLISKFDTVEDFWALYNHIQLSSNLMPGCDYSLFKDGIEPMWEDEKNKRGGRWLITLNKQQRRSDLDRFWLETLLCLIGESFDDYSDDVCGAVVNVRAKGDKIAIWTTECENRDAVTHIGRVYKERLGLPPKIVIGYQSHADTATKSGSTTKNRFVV
Target sequence (Q04637 whole entry, looked up, the tested form may be a part): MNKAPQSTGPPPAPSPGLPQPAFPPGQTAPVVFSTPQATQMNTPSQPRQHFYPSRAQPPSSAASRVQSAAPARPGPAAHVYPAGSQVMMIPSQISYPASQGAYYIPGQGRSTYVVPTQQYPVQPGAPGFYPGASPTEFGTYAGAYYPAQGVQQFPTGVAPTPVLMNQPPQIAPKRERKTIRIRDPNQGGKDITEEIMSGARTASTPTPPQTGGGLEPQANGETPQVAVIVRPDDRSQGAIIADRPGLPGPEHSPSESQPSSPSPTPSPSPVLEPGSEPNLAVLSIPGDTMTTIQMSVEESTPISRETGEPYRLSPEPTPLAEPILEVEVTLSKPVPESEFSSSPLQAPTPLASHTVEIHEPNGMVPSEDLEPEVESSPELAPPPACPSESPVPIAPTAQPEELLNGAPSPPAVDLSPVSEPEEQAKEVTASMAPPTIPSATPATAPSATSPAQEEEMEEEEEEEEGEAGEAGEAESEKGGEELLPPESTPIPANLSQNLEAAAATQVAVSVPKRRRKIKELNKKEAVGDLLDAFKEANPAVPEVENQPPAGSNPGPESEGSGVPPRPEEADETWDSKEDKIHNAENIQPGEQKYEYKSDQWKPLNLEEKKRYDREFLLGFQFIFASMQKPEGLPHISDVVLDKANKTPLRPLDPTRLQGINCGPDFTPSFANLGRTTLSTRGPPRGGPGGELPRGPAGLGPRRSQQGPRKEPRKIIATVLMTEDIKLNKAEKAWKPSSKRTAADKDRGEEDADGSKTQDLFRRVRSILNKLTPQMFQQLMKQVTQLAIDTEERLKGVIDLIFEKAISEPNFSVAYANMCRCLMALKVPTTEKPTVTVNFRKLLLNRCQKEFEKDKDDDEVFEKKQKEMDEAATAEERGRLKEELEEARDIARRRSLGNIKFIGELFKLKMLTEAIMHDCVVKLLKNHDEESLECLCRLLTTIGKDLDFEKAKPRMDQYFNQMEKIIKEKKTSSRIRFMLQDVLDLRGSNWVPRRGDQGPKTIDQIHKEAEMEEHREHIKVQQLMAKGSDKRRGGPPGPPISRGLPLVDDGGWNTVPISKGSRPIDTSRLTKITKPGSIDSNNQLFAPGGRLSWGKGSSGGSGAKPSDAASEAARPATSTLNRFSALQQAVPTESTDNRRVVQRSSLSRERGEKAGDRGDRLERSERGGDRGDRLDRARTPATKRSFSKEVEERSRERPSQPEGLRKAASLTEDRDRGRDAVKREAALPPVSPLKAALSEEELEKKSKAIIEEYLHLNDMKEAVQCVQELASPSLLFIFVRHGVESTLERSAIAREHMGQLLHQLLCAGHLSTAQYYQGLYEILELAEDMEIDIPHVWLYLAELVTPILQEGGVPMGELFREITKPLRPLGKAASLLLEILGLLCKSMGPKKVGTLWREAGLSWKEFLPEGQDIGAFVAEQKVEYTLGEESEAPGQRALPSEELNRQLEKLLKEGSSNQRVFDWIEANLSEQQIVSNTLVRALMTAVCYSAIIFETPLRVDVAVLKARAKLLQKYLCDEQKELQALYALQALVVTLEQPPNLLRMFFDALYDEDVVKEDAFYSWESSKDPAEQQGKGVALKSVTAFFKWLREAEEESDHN
L929 necroptosis = inhibitors of zVAD-triggered necroptosis, primary screen, L929 cells. AID 1377, 2008. viability rescue, % at 10 µM. 220,000 compounds, 0.38% hits. L929 zVAD necroptosis rescue, ATP luminescence, 24 h; with zVAD 60 µM;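 active = activation, scaled between plate controls, above about 75%, limit read from the data; inactive = activation under that limit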;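 also: 0% = zVAD with DMSO and 100% = DMSO alone without zVAD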
Calpain2 inh = inhibitors of pig calpain II, primary screen, biochemical, fluorogenic peptide substrate, 1536-well | purified calpain II, 30 min | inhibition, % at 16 µM | 220,000 compounds, 0.37% hits | AID 1236, 2008;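 active = inhibition above about 50%, limit read from the data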
PGE2 EP2 inh = human EP2 receptor antagonists, primary screen, TR-FRET cAMP, C6 glioma cells. 260,000 compounds, 0.52% hits. C6 glioma cells expressing human EP2; cells stimulated with saturating PGE2. Prostaglandin E2 receptor EP2 subtype (Homo sapiens), P43116. inhibition, % at 25 µM. AID 1422, 2008;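 active = percent inhibition above 40 after rounding to a whole number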;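 also: rat C6 glioma host cells with rolipram phosphodiesterase inhibitor present; the protocol text gives 20 µM as final concentration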
TbHK1 inh = Trypanosoma brucei hexokinase 1 inhibitors, primary screen, biochemical, G6PDH-coupled NADH absorbance, MLSCN library. AID 1430, 2008. hexokinase 1 [Trypanosoma brucei]. 220,000 compounds, 0.11% hits. inhibition, % at 10 µM. recombinant TbHK1, G6PDH-coupled NADH A340;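 active = inhibition of 50% or more in the single-dose primary screen; inactive = inhibition below 50%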
Hck-Nef inh = inhibitors of Nef-activated human Hck kinase, primary screen, biochemical, Z-Lyte FRET, 384-well, Hck-YEEI; Tyrosine-protein kinase HCK (Homo sapiens), P08631; Recombinant Hck-YEEI plus Nef, Z-Lyte FRET kinase assay; inhibition, % at 20 µM; 220,000 compounds, 0.68% hits; AID 463187, 2010;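 active = Hck-Nef kinase inhibition above about 50%, limit read from the data; inactive = inhibition below that limit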;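 also: 0% = DMSO with Hck plus Nef and 100% = Hck alone without Nef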
* marks the source's active call; other numbers are inactive results; x = no result given; & = joins results of further samples; [ ] = dose if it differs, or a comment. Not all compounds are listed. The share of hits here may be higher or lower than overall.

Second line of a record: EP2 mod	14-3-3 Bad PPI	Rad51 HR inh	eIF4E 4G PPI	L929 necroptosis	Calpain2 inh	PGE2 EP2 inh	TbHK1 inh	Hck-Nef inh
CCC(=O)Nc1cccc(C2=NOC3(C2)C[C@@H](C(N)=O)N(C(=O)c2ccccc2C(=O)c2ccccc2)C3)c1 (stereo partly drawn)
  -6	2	-17	-5	1.0	-27	11	-17	30
Cc1ccc(OCC(=O)Nc2ccc(F)cc2)c([N+](=O)[O-])n1
  0	5	-8	2	0.3	-8	3	-11	-2
CN(c1ccccc1C(=O)Nc1ccc2c(c1)OCCO2)S(C)(=O)=O
  -10	10	0	5	-1.1	3	15	-4	9
CC(C)C1Cc2c(sc3[nH]c(=S)n(Cc4ccccc4)c(=O)c23)CO1 (stereo not drawn)
  16	-20	x	-2	0.1	-43	x	-26	2
CCCCn1c(N)c(Sc2ccc(Cl)cc2)c(=O)[nH]c1=O
  6	6	-7	1	-0.6	16	5	0	1
CCOC(=O)C1=C(C)NC(=S)N(C(C)=O)C1c1ccccc1 (stereo not drawn)
  65*	12	-12	-2	0.0	22	x	-24	10
CC1(C)SC(=S)N(c2ccccc2)C1/[N+]([O-])=C/c1cccc([N+](=O)[O-])c1 (stereo not drawn)
  -5	-8	3	2	1.1	3	12	-5	13
CCCn1cc2c(c1-c1cccc(C)c1)c(=O)n(C)c(=O)n2C
  39	-13	6	-5	-0.1	-14	-2	-9	1
CCOC(=O)Cn1c(O)c(N=NC(=O)OC)c2ccccc21
  14	-13	x	-3	0.7	-14	11	-31	13
CN1CCN(CCC(=O)N/N=C/C=C2\N(C)c3ccccc3C2(C)C)CC1
  -5	-4	-6	1	4.3	15	8	-23	-12

An excerpt from above, reduced to L929 necroptosis and eIF4E 4G PPI:
SMILES | L929 necroptosis | eIF4E 4G PPI
CN(c1ccccc1C(=O)Nc1ccc2c(c1)OCCO2)S(C)(=O)=O | -1.1 | 5
CC(C)C1Cc2c(sc3[nH]c(=S)n(Cc4ccccc4)c(=O)c23)CO1 (stereo not drawn) | 0.1 | -2

New compounds follow:
Second line of a record: EP2 mod	14-3-3 Bad PPI	Rad51 HR inh	eIF4E 4G PPI	L929 necroptosis	Calpain2 inh	PGE2 EP2 inh	TbHK1 inh	Hck-Nef inh
Cc1ccc(S(=O)(=O)N2CCOCC2)cc1C(=O)NCc1cccnc1
  5	4[fluorescence artefact?]	3	-6[fluorescence artefact?]	0.5	10	1	-12	6
CN(C)C=Nc1nonc1-c1ccccc1
  10	-8	9	1	-0.2	-1	9	2	2
CCOc1cccc(C(=O)NC2CCCCC2)c1
  17	-6	14	1	0.4	-6	10	-2	-3
O=C(Oc1ccccc1)c1ccc2c(c1)C(=O)N(Cc1ccncc1)C2=O
  -23	-8	x	-2	-0.6	-40	10	-11	18
Cc1ccc(OCC(=O)Nc2ccc(C)c(S(=O)(=O)N3CCCCC3)c2)c([N+](=O)[O-])n1
  -6	3	-12	-1	0.1	11	5	-6	0
CC(C)NC(=O)c1cnn2c1NC(c1cccs1)CC2C(F)(F)F (stereo not drawn)
  5	-8[fluorescence artefact?]	-1	0[fluorescence artefact?]	0.2	-15	14	0	1
Cc1ccsc1S(=O)(=O)N1CCC(CO)(CC2CCCCO2)CC1 (stereo not drawn)
  -48	1	x	0	0.1	29	1	5	25
CCCCC1=CC2=CC(=O)C(C)(OC(=O)CC)C(=O)C2=CN1CCc1ccc(Br)cc1 (stereo not drawn)
  -11	-4	10	-3	0.4	-99	25	-31	22
COc1ccc(-c2nc(N3CCCCCC3)sc2C(=O)c2ccccc2)cc1
  -1	-19	16	-28	0.0	14	14	5	0
CSc1nncc(/C(C)=N\Nc2cccc(C)c2)n1
  -3	-2	1	-14	0.5	-9	13	-12	3
CCP(=O)(CC)c1cccc(N)c1
  7	-8	-9	-4	0.0	2	12	4	0
COc1ccc(NC(=O)CC2C(=O)NCCN2C(=O)c2ccccc2)cc1 (stereo not drawn)
  -20	-3	13	2	0.1	10	8	4	0
Nc1cnn(Cc2ccc(F)cc2)c1
  29	-11	2	0	3.0	-10	5	-2	23
CCc1ccc(OCC(=O)Nc2ncn[nH]2)cc1
  28	-14	2	-6	0.5	-6	3	2	-3
O=C(/C=C/c1ccc(Cl)cc1)N1CCN(c2c(Cl)cccc2[N+](=O)[O-])CC1
  20	-2[fluorescence artefact?]	9	1	0.3	24	15	9	3
CCCC(C)C(=O)Nc1cc([N+](=O)[O-])ccc1Cl (stereo not drawn)
  0	-6	x	-3	-0.5	-1	11	-7	18
CCOC(=O)c1c(N=CN(C)C)c(C#N)n2c1CCC2
  0	4	x	-9	-0.1	-33	10	5	3
CCN(CC)S(=O)(=O)c1cccc(-c2nnc(SCC(=O)c3ccc(Cl)s3)n2C)c1
  8	9	-1	0	0.5	-8	11	-3	0
COC(=O)C1C(O)=C(C=NCc2ccccc2)C(=O)CC1(C)C (stereo not drawn)
  0	-4[fluorescence artefact?]	-6	-1	0.4	9	7	-2	1
COc1ccc(OC)c(S(=O)(=O)NCC2CCCO2)c1 (stereo not drawn)
  4	-7	3	-3	1.2	21	10	1	-2
CCCc1cc(=O)[nH]c(SCC(=O)Nc2ccc([N+](=O)[O-])cc2C#N)n1
  -39	30	18	-3	1.2	-12	3	-24	4
Cc1nn2c(N)c(C#N)cnc2c1-c1ccc(Cl)cc1
  16	0[fluorescence artefact?]	x	-8[fluorescence artefact?]	0.1	-242	x	-31	8
O=C(NCc1cn(-c2ccccc2)nc1-c1ccccc1)c1cc([N+](=O)[O-])cc([N+](=O)[O-])c1
  9	96*	1	-7	-0.1	4	13	9	0
O=C(O)CCC(=O)N1CCN(c2ccc(C(=O)c3ccc(F)cc3)cc2)CC1
  6	-6[fluorescence artefact?]	7	3	-0.1	46	12	-26	0
CCOC(=O)c1ccc(NC(=O)CSCc2ccco2)cc1
  -3	2	-2	1	0.3	-54	10	0	2
N#Cc1c(-c2ccccc2)c(-c2ccccc2)nn(CC(=O)NNC(=O)Nc2ccc(Cl)c(Cl)c2)c1=O
  9	-9	-3	-16	-0.3	-205	7	5	2
O=C(CSc1nnc(-c2ccccn2)n1Cc1ccco1)c1ccc(Cl)cc1
  5	-6	-5	-7	2.5	-110	5	5	8
O=C(Nc1nc2ccccc2s1)C1CC(=O)N(c2ccc(F)cc2)C1 (stereo not drawn)
  -77&-2	-1	-10	-3	-0.3	12	14&8	-3	-2
C=CCSc1nc2[nH]ncc2c(=O)[nH]1
  22	-20	7	-2	8.1	5	2	5	18
CN(C)/C=N/S(=O)(=O)c1ccc(Cl)cc1
  41	-9	2	2	0.8	-2	-1	-5	-12
O=C(CSc1nnc(Cc2ccccc2)o1)N1CCc2ccccc21
  20	-10	85*	3	-0.1	6	8	-3	15
O=C(N/N=C/c1ccc(OC(=O)c2cccs2)cc1)c1ccc(F)cc1
  4	2	3	2	-0.3	11	8	-12	1
CC(C)(C)NCC(O)c1cc(O)cc(O)c1 (stereo not drawn)
  47&51&59	-2	-7	-1	1.5	4	17&12&9	-1	-4
CC1CCN(CCCNC(=O)c2cc3c(=O)n(C)c4ccccc4c3n2C)CC1
  -18	10	3	-7	73	-52	10	7	1
Cc1nnc(Nc2ccc(C(=O)O)cc2)[nH]c1=O
  42&18	-1	x	2	1.1	-12	11&1	-2	21
CCN(CCCNC(=O)C1CCN(S(=O)(=O)CC)CC1)c1ccccc1
  -2	1	7	2	1.9	-19	15	-1	-1
O=C(COC(=O)CCc1ccc(S(=O)(=O)N2CCOCC2)cc1)NC1CCCC1
  14	-9[fluorescence artefact?]	0	0	1.8	-15	7	1	0
Cc1c(NC(=O)Cn2cc([N+](=O)[O-])cn2)c(=O)n(-c2ccccc2)n1C
  12	4	x	1	-0.5	8	6	-13	5
Cc1cc(C)cc(NC(=O)CN(c2ccc(F)cc2)S(C)(=O)=O)c1
  0	0	3	0	-0.1	-2	11	6	24
Cc1noc(C)c1CSCC(=O)Nc1nc2ccc(Oc3ccccc3)cc2s1
  -10	2	-4	2	3.1	37	13	-7	-15
Cc1nn(Cc2ccc(Cl)cc2Cl)c(Cl)c1/C=C/C(=O)OCC(=O)NCC(F)(F)F
  1	-14	-23	-24	0.8	-19	14	-10	2
COc1cccc(C(=O)Nc2ccc(NC(=O)c3ccco3)nc2)c1
  -5	0	3	-6	-0.2	27	18	-12	1
Cc1n[nH]c(C)c1S(=O)(=O)N1CCCC(C(=O)NCc2cccs2)C1 (stereo not drawn)
  19	-1[fluorescence artefact?]	4	-4[fluorescence artefact?]	0.0	-23	18	4	2
CCN(CC)S(=O)(=O)c1ccc(OC(C)C)c(N)c1
  13	-6	14	-3	7.1	-24	5	-3	24
C/C(=N/NC(=O)CNC(=O)C1COc2ccccc2O1)c1ccc2c(c1)OCCO2 (stereo not drawn)
  -49	0	-3	1	4.9	16	17	11	19
O=C(CSc1nccc(=O)[nH]1)c1cc2ccccc2o1
  7	0	-15	-7	-0.3	27	1	-8	-12
CCc1c(C)nc2ncnn2c1N1CCCC(C(=O)NCCc2ccc(OC)cc2)C1 (stereo not drawn)
  18	6	0	-3	-0.2	-7	9	-3	0
CN(Cc1nc(Cc2ccccc2F)no1)CC1(N2CCOCC2)CCCCC1
  -20	4	x	-1	-1.2	15	4	-5	0
CCOc1ccc(Nc2nc3cc(S(=O)(=O)N(CC)CC)ccc3o2)cc1
  6	11	3	4	4.9	10	4	-4	-2
COc1ccc(CC2(C)OC(c3ccc(C)cc3)=NN2C(C)=O)cc1 (stereo not drawn)
  4	-11[fluorescence artefact?]	6	5	0.5	-19	1	-10	-1

Following part:
Second line of a record: EP2 mod	14-3-3 Bad PPI	Rad51 HR inh	eIF4E 4G PPI	L929 necroptosis	Calpain2 inh	PGE2 EP2 inh	TbHK1 inh	Hck-Nef inh
Cn1c(=O)c(C(=O)COC(=O)c2cc(C3CC3)nc3ccccc23)c(N)n(Cc2ccccc2)c1=O
  24	-7	-8	0	2.5	-89	-6	-7	-2
CCOC(=O)c1[nH]c2c(c1C)C(=O)CC(c1ccc(N(C)C)cc1)C2 (stereo not drawn)
  -16	2	-3	1	-0.3	-43	7	-6	-6
O=C(CSc1ccccn1)N1CCN(c2ccc(Cl)cc2)CC1
  -16	-16[fluorescence artefact?]	8	12	-0.3	-9	3	-1	0
O=C(CC1Oc2ccccc2NC1=O)NC1CCCC1 (stereo not drawn)
  -6	4	-2	-4	-0.7	2	18	-9	0
CSc1nc(-c2ccccc2)nn1C(=O)c1ccccc1
  46	-7	x	7	1.0	19	x	-6	-4
C/C=C\C=C\C(=O)N1CC2(CC(c3cccc(NC(=O)/C(C)=C\C)c3)=NO2)C[C@H]1C(N)=O (stereo partly drawn)
  -8	5	0	3	-0.5	-19	0	-8	11
Cc1nonc1C(=O)N/N=C/c1ccccc1
  -24	0	3	2	0.8	0	3	-5	1

Bioassay records from PubChem.
